# OXTR ag: human OXTR agonism. AID 2435. actives 0.32% (n = 320,000). CHO-OTR cells, Fluo-8 calcium fluorescence; normalized: DMSO 0%, oxytocin 100%. P30559. activation, % at 3 µM;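 active = activation above the mean of all tested compounds plus 3 SD, cutoff set per screening run, cut at about 20% in these data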;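 note: peak over basal fluorescence ratio from a 100 s FLIPR kinetic read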
# Target sequence (P30559 whole entry, looked up): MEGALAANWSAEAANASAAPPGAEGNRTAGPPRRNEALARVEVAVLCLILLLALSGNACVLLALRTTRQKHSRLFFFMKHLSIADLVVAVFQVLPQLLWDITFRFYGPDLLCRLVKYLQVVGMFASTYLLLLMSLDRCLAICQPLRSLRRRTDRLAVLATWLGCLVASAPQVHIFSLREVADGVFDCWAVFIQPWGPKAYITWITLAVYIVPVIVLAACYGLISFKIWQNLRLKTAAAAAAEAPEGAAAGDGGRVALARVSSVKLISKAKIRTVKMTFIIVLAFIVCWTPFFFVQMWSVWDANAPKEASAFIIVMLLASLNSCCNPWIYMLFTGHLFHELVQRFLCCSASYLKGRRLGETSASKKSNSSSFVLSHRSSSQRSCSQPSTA
# CHO-K1 Ca antag: nonselective inhibitor or artifact in parental CHO-K1 cells; inhibition, % at 3 µM; actives 0.6% (n = 360,000); AID 602250; ATP-induced calcium, Fluo-8 fluorescence;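 active = inhibition above a per-plate cutoff, the plate's mean sample inhibition plus 3 SD, cut at about 24% in these data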;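 note: 0% = DMSO plus EC80 ATP and 100% = DMSO alone without ATP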
# GPR7 antagonist: antagonists of human GPR7 (neuropeptides B/W receptor 1) | inhibition, % at 4.4 µM | actives 1.1% (n = 290,000) | P48145 | AID 1861 | GPR7-expressing cells, fluorescence antagonist assay; in the data active = inhibition above about 16%, passing the limit was not always enough;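 note: cells stimulated with the agonist NPW; 0% = agonist with vehicle and 100% = vehicle without agonist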
# CHO-K1 Ca ag: nonselective activator or artifact in parental CHO-K1 cells; Fluo-8 calcium fluorescence; scaled to maximal ATP response, vehicle zero; activation, % at 3 µM; actives 0.48% (n = 360,000); in the data active = activation above about 15%;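 note: untransfected CHO-K1 host cells lacking M1 receptor as counterscreen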
# TAAR1 antag: human TAAR1 antagonism | Q96RJ0 | actives 1.5% (n = 360,000) | inhibition, % at 3 µM | AID 624466 | CHO RD-HGA16 TAAR1, Fluo-8 calcium fluorescence, antagonist;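 active = inhibition above a per-plate cutoff, the mean inhibition of test compounds on that plate plus 3 SD, cut at about 49% in these data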;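 note: 0% = DMSO plus EC80 beta-PEA response and 100% = DMSO alone without agonist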
#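 System: RD-HGA16 CHO cells with stable hTAAR1 and Gα16 | Probe or stimulus: EC80 β-phenethylamine stimulus | Dosing: 3 µM, single point | Times: Dye loading 75 min at 37 °C, then 30 min room temperature | Measured by: Fluo-8 calcium-sensitive fluorescence | Read-out basis: % inhibition of agonist calcium response | Replicates: n of 1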
# OXTR potentiate: human OXTR potentiation | CHO-OTR cells, Fluo-8 calcium fluorescence, potentiator mode; 0% = oxytocin EC15, 100% = EC100 | P30559 | activation, % at 3 µM | actives 0.061% (n = 320,000);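 active = activation above that plate's cutoff, the mean activation of tested compounds plus 3 SD, cut at about 6.6% in these data, passing the limit was not always enough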;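 note: 100% uses oxytocin at 75 nM as the full agonist control; some results filed as inactive read as strong as hits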
#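 Measured by – Fluo-8 calcium dye fluorescence · Test system – human OTR in CHO cells · Dosing – one concentration, 3.0 µM compound · Controls – EC15 oxytocin alone as 0%, 75 nM oxytocin as 100% · Evaluation – normalized max/min fluorescence ratio, % activation · Timing – 6 min pre-incubation, 100 s read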
# M1 PAM parental: nonselective activator or artifact in parental CHO-K1 calcium assay; ATP EC20, Fluo-8 calcium fluorescence; 0% at ATP EC20, 100% at ATP max; activation, % at 3 µM; actives 0.02% (n = 360,000); AID 602247;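 active = activation above the run cutoff, the mean activation of all test compounds plus 3 SD, cut at about 40% in these data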;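 note: peak over basal fluorescence ratio in a 140 s read after ATP addition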
# V1R ag counter: activates human V1a receptor in oxytocin agonist counter-screen | P37288 | CHO-V1R cells, Fluo-8 calcium fluorescence, agonist mode; 0% DMSO, 100% 3 nM vasopressin | activation, % at 3 µM | actives 0.25% (n = 320,000) | AID 2797;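 active = activation above the mean activation of all tested compounds plus 3 SD, per screening run, cut at about 20% in these data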;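 note: signal is peak over basal fluorescence ratio across a 100 second FLIPR read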
# Target sequence (P37288 whole entry, looked up): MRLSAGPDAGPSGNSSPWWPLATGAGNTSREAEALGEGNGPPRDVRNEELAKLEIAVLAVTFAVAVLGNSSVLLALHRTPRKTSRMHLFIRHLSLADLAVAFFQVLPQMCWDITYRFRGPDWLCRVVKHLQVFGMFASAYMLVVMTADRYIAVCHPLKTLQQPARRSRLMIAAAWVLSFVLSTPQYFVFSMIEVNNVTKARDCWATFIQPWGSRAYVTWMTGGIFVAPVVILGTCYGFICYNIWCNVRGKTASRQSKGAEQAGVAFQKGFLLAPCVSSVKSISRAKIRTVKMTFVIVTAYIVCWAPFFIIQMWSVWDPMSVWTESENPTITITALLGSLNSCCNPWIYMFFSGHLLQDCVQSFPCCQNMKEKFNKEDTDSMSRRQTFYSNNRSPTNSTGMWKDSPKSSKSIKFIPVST
# CHO parental Ca: counter-screen: ATP calcium response change in parental CHO cells | actives 0.63% (n = 330,000) | parental CHO-K1, ATP-induced calcium, Fluo-8 fluorescence | inhibition, % at 5.6 µM;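 active = inhibition above that plate's mean sample inhibition plus 3 SD, cut at about 26% in these data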;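 note: 0% = ATP-challenged DMSO wells and 100% = DMSO wells without ATP; some compounds past the cut are filed as inactive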
#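 material = parental CHO cells | also added = ATP as calcium-mobilizing challenge | dosing = single point at 5.6 µM | detection = intracellular calcium via Fluo-8 no-wash fluorescent dye | read-out = % inhibition | benchmarks = low control ATP plus DMSO, high control DMSO only | repeats = one well per compound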
# Numbers without * were called inactive; . = not tested or not shown.
SMILES,OXTR ag,CHO-K1 Ca antag,GPR7 antagonist,CHO-K1 Ca ag,TAAR1 antag,OXTR potentiate,M1 PAM parental,V1R ag counter,CHO parental Ca
COc1ccc(CCNC(=O)c2ccc(Cl)cc2Cl)cc1OC,-0.1,-8,-10,0.4,8,0,14,0.0,-17
COc1cc(Br)cc2cc(C(=O)N3CCN(C(=O)c4ccco4)CC3)c(=O)oc12,-0.5,-13,1,0.9,-20,0,21,-0.3,-9
C/C(CC(=O)NC12CC3CC(CC(C3)C1)C2)=N\NC(=O)c1ccc(C)cc1,-0.9,-20,-6,0.2,12,-7,23,-1.5,-1
Cc1cc(C)c2sc(N(CCCN(C)C)C(=O)CN3C(=O)c4ccccc4C3=O)nc2c1,15,6,-4,4.2,-3,-12,2,5.8,-3
O=C(Nc1ccc2c(c1)nc1n2CCSC1)c1ccccc1,1.0,0,-10,0.6,-4,-1,12,-0.3,-4
Cc1ccc2nc(C(=O)O)c(C(=O)O)nc2c1,1.0,3,-8,-0.2,-15,-10,5,1.4,-8
O=C(NCc1ccccc1CN1CCCC1)c1ccc(S(=O)(=O)Nc2ccccc2)cc1,.,14,.,1.9,-20,.,-16,.,.
COc1ccc(CN2CCN(C(=O)Cn3nc(C)n4cccc4c3=O)CC2)c(OC)c1OC,1.3,-11,-7,0.6,-15,0,2,1.2,-4
COc1ccc(OC)c(/C=N/NC(=O)c2[nH]nc3c2CCc2ccccc2-3)c1,-0.7,12,-8,1.7,16,-8,9,-1.1,-11
c1ccc(Nc2nnc(-c3cccnc3)s2)cc1,0.2,-10,41*,0.8,1,-20,-2,0.4,11
C/C(=N\O)C1CCCCC1,0.7,.,1,.,.,0,.,1.4,-3
CCOC(=O)C1=C(C)NC(=O)CC1c1ccccc1 (stereo unspecified),-1.9,-8,-1,-0.2,-15,-4,1,0.6,-12
COc1cccc(NC(=O)C2CCN(S(=O)(=O)c3ccc4[nH]c(=O)ccc4c3)CC2)c1,-2.0,0,-2,-0.2,-8,-2,12,-0.2,-9
CCOC(=O)C(NC(=O)Nc1ccc(Cl)cn1)(Oc1ccc(F)cc1)C(F)(F)F (stereo unspecified),-0.2,-8,-4,0.4,-5,8,19,1.1,-14
CC1(C)c2ccccc2-n2c1cc1oc(=O)cc(O)c1c2=O,-1.9,-1,-1,-0.6,-38,5,-18,-0.5,-15
Cc1c(F)cccc1NS(=O)(=O)c1ccc2c(c1)NC(=O)CO2,0.1,-5,-6,3.5,12,-7,25,-0.2,-17
Cc1noc(C(=O)Nc2sc3c(c2C#N)CCC3)c1Cl,3.5,1,-3,0.8,-20,-8,8,4.9,-3
COc1ccc(-c2ccc(-c3noc(C4CCCCC4)n3)c(OC)n2)cc1,0.2,-11,5,0.5,-12,-4,19,0.6,-21
COc1ccc(NC(=O)CSc2ccc(C)cc2)cc1,-2.6,10,-2,-0.2,4,-8,-1,-1.4,-16
O=C(NNC(=S)Nc1cccc(C(F)(F)F)c1)c1ccccc1Cl,1.7,-11,-12,5.4,-1,-8,1,4.9,-1
COC(=O)[C@@]12CCCN1[C@H](c1ccc(SC3CCCCC3)cc1)[C@H]1C(=O)N(C)C(=O)[C@H]12,-1.1,-5,.,0.0,19,-3,7,0.8,-24
CCCn1c(C(C)NC(C)=O)nc2ccccc21 (stereo unspecified),1.3,2,-5,0.8,-9,-3,-1,0.1,1
N#CNC1=NCN(Cc2ccccc2)CN1,-0.1,-12,-9,0.2,4,-6,13,0.1,-19
CC[C@H](C)[C@H](NC(=O)c1ccc(Cl)cc1)C(=O)OCC(=O)c1c(N)n(C)c(=O)n(C)c1=O,0.0,-19,.,-0.2,-12,-3,15,-1.3,-18
c1ccc(Oc2nc(N3CCOCC3)nc(N3CCOCC3)n2)cc1,-0.7,-6,13,0.2,-3,-6,19,-0.5,-13
O=C(CSCc1cccc(Br)c1)N1CCOCC1,-0.5,11,-9,0.2,-4,-14,2,-0.6,-1
COc1ccc(/C=N/NC(=O)c2c(C)nc3ccccn23)cc1[N+](=O)[O-],0.8,-3,-1,2.6,6,-3,7,0.6,-27
CCOC(=O)N1CCC(N2Cc3cccc(C(=O)Nc4ccccc4OC)c3C2=O)CC1,-1.8,-7,2,2.8,23,-9,-7,-0.7,-6
Cc1csc(NC(=O)CCS(=O)(=O)c2ccc(Br)cc2)n1,5.0,-4,-18,4.4,12,-7,11,4.0,-9
CC(C)COc1ccc(S(=O)(=O)NNC(=O)c2cc3ccccc3o2)cc1,5.5,6,-5,6.9,6,-12,3,7.0,43*
Cn1c(CCC(=O)O)nc2cc(S(=O)(=O)N3CCCC3)ccc21,1.5,-10,.,1.1,3,4,9,1.6,-10
COC(=O)C[C@@H]1C[C@H]2c3cc(NC(=O)Nc4ccccc4F)ccc3O[C@H]2[C@H](CO)O1,.,5,.,0.8,6,.,-2,.,.
COc1c(Cl)cnn(-c2ccc(C)cc2)c1=O,-1.3,0,8,-0.1,10,0,18,-1.4,1
Cc1ccc(C(=O)N2CCCC2)cc1S(=O)(=O)Nc1cccc(C)c1C,0.1,-19,-9,0.9,19,4,6,-0.9,-12
CC(=O)c1cc2c(cc1NC(=O)CSc1nnc(C)s1)OCO2,-0.6,-10,-6,0.0,-1,-24,7,0.0,-1
O=C1C=C(CCc2ccccc2)CCC1,.,-3,.,0.0,7,.,7,.,.
CCOC(=O)CSc1nnc(-c2ccc([N+](=O)[O-])cc2)o1,0.2,6,-3,0.9,-5,-5,9,0.6,7
Cc1ccc(C2(CCNC(C)c3cccs3)CCOC(C(C)C)C2)cc1 (stereo unspecified),.,-15,10,3.2,5,.,16,.,.
N=c1n(CCO)c2ccccc2n1Cc1ccccc1Cl,-0.1,13,-10,0.3,-1,-3,0,1.6,-18
Cc1ccc(C(C)C)c(OCC(O)CN2CCOCC2)c1 (stereo unspecified),1.5,-7,2,0.3,-15,-4,-11,0.8,7
COc1ccc(NS(=O)(=O)c2cccc(C(=O)NN=Cc3ccc(O)c(OC)c3)c2)cc1,0.6,4,.,0.4,5,0,-19,1.3,-14
Cc1[nH]c2ccccc2c1C(=O)COC(=O)C1CC(O)CN1S(=O)(=O)c1ccc(Cl)cc1 (stereo unspecified),0.2,-9,.,1.1,44,-3,8,0.0,-22
Cc1cc(C)nc(NS(=O)(=O)c2ccc(NC(=O)COc3ccccc3F)cc2)n1,1.7,-11,.,1.6,5,2,13,0.4,1
COC(=O)[C@@]12CCCCN1[C@H](c1ccc(-c3ccc4c(c3)OCO4)c(OC)c1)[C@@H]1C(=O)N(C)C(=O)[C@@H]12,0.4,-19,.,0.9,-3,-3,12,-0.9,-30
CCOC(=O)CSc1nnc(CSc2nc3sc4c(c3c(=O)[nH]2)CCC4)n1-c1ccccc1,-1.2,3,-3,0.0,-1,5,7,2.2,-16

# Two of the compounds above, field by field.
Structure: Cc1ccc(C(C)C)c(OCC(O)CN2CCOCC2)c1 (stereo unspecified)
  OXTR ag = 1.5; CHO-K1 Ca antag = -7; GPR7 antagonist = 2; CHO-K1 Ca ag = 0.3; TAAR1 antag = -15; OXTR potentiate = -4; M1 PAM parental = -11; V1R ag counter = 0.8; CHO parental Ca = 7
Structure: COc1ccc(NS(=O)(=O)c2cccc(C(=O)NN=Cc3ccc(O)c(OC)c3)c2)cc1
  OXTR ag = 0.6; CHO-K1 Ca antag = 4; GPR7 antagonist = .; CHO-K1 Ca ag = 0.4; TAAR1 antag = 5; OXTR potentiate = 0; M1 PAM parental = -19; V1R ag counter = 1.3; CHO parental Ca = -14

# Next entries:
SMILES,OXTR ag,CHO-K1 Ca antag,GPR7 antagonist,CHO-K1 Ca ag,TAAR1 antag,OXTR potentiate,M1 PAM parental,V1R ag counter,CHO parental Ca
C#CCOCCOCCOCCNc1nc(N2CCN(C(=O)[C@H](CCCN=C(N)N)n3cc(C(N)[C@H](C)CC)nn3)CC2)nc(N2CCN(C(=O)[C@H](CCCN=C(N)N)n3cc(C(N)[C@@H](C)CC)nn3)CC2)n1 (stereo partly specified),1.2,-5,.,0.2,.,4,-5,1.8,2
COc1ccc(NS(=O)(=O)c2ccc(OC)c(N(C)S(=O)(=O)c3ccc(Cl)cc3)c2)cc1,-0.4,5,27*,1.9,12,-10,0,0.7,19
COc1ccc(N(CC(=O)NC2CCCCC2)C(=O)CCCC(=O)Nc2ccccn2)c(OC)c1,-0.1,-7,-4,-0.1,-6,-5,-4,1.7,-26
Cc1cccc(Nc2nnc(SCc3cc(=O)n4cc(C)ccc4n3)s2)c1,2.8,-4,-3,5.1,40,-14,13,2.2,-15
O=C1CCC(C(=O)N2CCOCC2)CN1Cc1ccc(Cl)cc1 (stereo unspecified),-0.2,-3,-14,1.6,-30,-1,4,0.5,-7
COc1ccc(CN2CCN(C(=O)C3CCN(C(=O)Nc4ccccc4)CC3)CC2)cc1OC,2.0,3,.,0.3,-1,0,9,0.8,-3
N#CCCN1CCN(C(=S)c2ccc(-c3ccc(Cl)c(Cl)c3)o2)CC1,-1.9,11,9,0.0,24,-11,0,0.1,19
O=C1CC(c2nc3ccccc3[nH]2)CN1Cc1ccccc1 (stereo unspecified),1.7,8,-6,0.1,-28,-5,-3,0.2,-9
O=C(Nc1nnc(SCc2c(Cl)cccc2Cl)s1)C1CC(=O)N(c2ccc3c(c2)OCCO3)C1 (stereo unspecified),1.1,-18,0,0.9,-10,-2,17,-0.8,-10
Cc1ccc(SCc2ccc(C(=O)Nc3cccnc3)cc2)cc1,-0.1,-5,-4,0.9,16,-8,22,0.2,-1
CCOC(=O)N1CCN(C(=O)COC(=O)COc2c(C)cc(C)cc2C)CC1,-1.9,-4,.,0.2,-26,-8,2,0.0,-6
Cn1cccc1P(=O)(c1cccn1C)c1cccn1C,31*,3,-7,0.0,-10,-13,-12,0.1,20
O=C(NCc1ccco1)Nc1ccc2nsnc2c1,0.6,-1,-4,0.4,24,-12,-3,0.3,-3
N#Cc1ccc(-c2nc3ccc(Br)cn3c2Cc2ccccc2)cc1,.,1,.,0.4,39,.,6,.,.
Cc1ccc(C(=O)N/C(=C/c2ccc(Cl)cc2)C(=O)Nc2cccc(C(=O)O)c2)cc1,-1.1,16,-16,-0.5,2,-6,-13,0.1,-6
O=C(COC(=O)c1cc(S(=O)(=O)N2CCOCC2)ccc1F)NCCc1ccc(F)cc1,4.0,-17,.,3.7,-6,-4,5,1.6,-20
Nc1cc(=O)[nH]c(SCC(=O)Nc2ccc(S(=O)(=O)N3CCOCC3)cc2)n1,-0.7,2,-3,0.2,0,-8,-6,-0.9,2
CSc1nc2ccccc2c(=O)n1C1CCCCC1,-1.2,0,-21,0.2,-32,-2,-10,0.0,-5
COc1ccc(N/C=C/C(=O)c2ccc(Oc3ncccn3)cc2)cc1,1.7,11,-7,-0.3,8,-4,-5,1.0,-15
Cc1cc2c(SCC(=O)Nc3ccccc3O)ncnc2s1,.,-12,.,0.5,-8,.,9,.,.
